SR-BI HDL uptake: inhibitors of SR-BI mediated HDL lipid uptake, primary screen, ldlA[mSR-BI] cells, fluorescence, single point. Scavenger receptor class B member 1 (Mus musculus), Q61009. ldlA[mSR-BI] CHO cells, DiI-HDL uptake fluorescence, 3 h. inhibition, % at 12.5 µM. 320,000 compounds, 0.96% hits;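 active means mean replicate inhibition of at least 70% and a set share of replicates each scoring 70 or more; inconclusive means meets just one of the two criteria; inactive means fails both criteria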;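 further: 0% = median of neutral control wells and 100% = median of positive control wells; values of inactives mirror those of a sister screen read the other way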
DAGLB inhibitor: DAGLB lipase inhibitors, primary screen, biochemical, fluorescence, HTS | Diacylglycerol lipase-beta (Homo sapiens), Q8NCG7 | HEK293T DAGLB membrane lysate, EnzChek fluorogenic substrate | inhibition, % at 5.17 µM | 340,000 compounds, 0.059% hits | AID 504411, 2011; in the data active means inhibition above about 34%;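 further: 0% = enzyme with vehicle and 100% = wells lacking enzyme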
Target sequence (Q8NCG7 whole entry, looked up): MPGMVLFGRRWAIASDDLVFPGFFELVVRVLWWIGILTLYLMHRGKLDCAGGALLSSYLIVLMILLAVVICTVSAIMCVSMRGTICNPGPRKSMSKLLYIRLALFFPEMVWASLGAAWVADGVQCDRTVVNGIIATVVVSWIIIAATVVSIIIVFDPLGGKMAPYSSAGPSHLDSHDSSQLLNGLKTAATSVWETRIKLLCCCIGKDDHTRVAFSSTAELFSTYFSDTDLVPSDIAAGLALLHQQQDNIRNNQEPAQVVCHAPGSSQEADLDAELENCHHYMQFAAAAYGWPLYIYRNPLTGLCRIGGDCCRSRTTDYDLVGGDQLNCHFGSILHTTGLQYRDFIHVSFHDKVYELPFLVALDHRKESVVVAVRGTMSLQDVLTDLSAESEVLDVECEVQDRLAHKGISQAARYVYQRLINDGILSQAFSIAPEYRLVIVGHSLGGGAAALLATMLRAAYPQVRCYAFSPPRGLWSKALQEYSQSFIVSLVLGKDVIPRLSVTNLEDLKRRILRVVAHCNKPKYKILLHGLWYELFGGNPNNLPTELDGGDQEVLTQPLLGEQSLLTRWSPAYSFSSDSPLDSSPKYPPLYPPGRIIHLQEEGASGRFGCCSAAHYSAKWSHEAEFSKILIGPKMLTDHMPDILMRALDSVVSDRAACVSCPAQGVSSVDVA
Arrestin-AP2 inh: inhibitors of beta-arrestin/AP2 binding, primary screen, biochemical, GPCR trafficking, flow cytometry. beta-arrestin 1 C-terminal peptide binding to AP2 beta2-adaptin appendage (human). FITC-arrestin peptide / GST-AP2 beads; AP2 beta2 appendage carries R879A mutation. inhibition, % at 10 µM. 340,000 compounds, 0.31% hits;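 active means inhibition above a set limit, near 3 SD of compounds lacking own fluorescence, cut at about 54% in these data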;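 further: plate controls were DMSO wells for no effect and 5 µM unlabelled arrestin peptide for full effect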
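System: GST-AP2 R879A glutathione beads | Also added: FITC-arrestin peptide, 50 nM | Times: 12 min plus 1 h, RT | Signal: Bead flow cytometry, FITC channel | Buffer or medium: PBS with 0.05% Tween 20 and 0.1% BSA | Read-out basis: Percent drop in bead-associated FITC signal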
Keap1 Nrf2 FP: Keap1-Nrf2 protein-protein interaction inhibitors, primary screen, biochemical, fluorescence polarization, single point; Kelch-like ECH-associated protein 1 (Homo sapiens), Q14145; Keap1 Kelch-Nrf2 peptide fluorescence polarization, 1536-well; inhibition, % at 9.4 µM; 340,000 compounds, 0.15% hits; AID 504523, 2011; in the data active means inhibition above about 12%; inconclusive means no clear call, values can overlap the other calls; inactive means below about 7.3%;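 further: human Keap1 Kelch domain with fluorescein labeled Nrf2 9mer peptide probe; 0% = neutral control wells and 100% = peptide positive control; higher means more block of Keap1 binding to Nrf2 peptide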
SR-BI DiI-HDL act: activators of SR-BI mediated DiI-HDL uptake, primary screen, ldlA[mSR-BI] CHO cells, DiI fluorescence; 3 h; 100 = double the neutral-control signal; activation, % at 12.5 µM; 320,000 compounds, 0.096% hits; AID 504775, 2011;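 active means mean replicate activation of at least 60% and every replicate at or above 60%; inconclusive means mean or all-replicate condition met, but not both; inactive means mean below 60% and not all replicates reaching 60%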;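 further: 0% = median plate neutral-control signal and 100% = twice that signal; values of inactives mirror those of a sister screen read the other way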
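System: LDL receptor-deficient CHO ldlA cells overexpressing murine SR-BI | Timing: 3 h uptake period with compound, 37 °C | Medium: HEPES-buffered (25 mM, pH 7.4) F12 plus 0.5% BSA | Dosing: Single-point compound dose | Signal: Bottom-read fluorescence, 550/595 nm | Read-out: Retained DiI signal reflecting DiI-HDL uptake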
PvdQ inh: P. aeruginosa PvdQ acylase inhibitors, primary screen, biochemical, fluorescence, plate reader and imaging, single point. purified PvdQ acylase. inhibition, % at 10 µM. 340,000 compounds, 0.063% hits. AID 488965, 2010; in the data active means inhibition above about 30%, passing the limit was not always enough; inconclusive means no clear call, values can overlap the other calls;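 further: 0% = vehicle neutral wells and 100% = reference inhibitor wells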
NSD2 HMT inh: NSD2 histone methyltransferase inhibitors, primary screen, biochemical, AlphaScreen, single concentration, set 2; NSD2 peptide methylation, 120 min; inhibition, % at 12.5 µM; 310,000 compounds, 0.54% hits; in the data active means inhibition above about 50%
C-LANA FP: inhibitors of KSHV C-LANA binding to DNA, primary screen, biochemical, fluorescence polarization, FAM-LBS DNA, MBP-C-LANA, single point; inhibition, % at 9 µM; Kaposi's sarcoma herpesvirus LANA C-terminal domain (residues 932-1162) DNA binding; 340,000 compounds, 0.078% hits;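 active means highest replicate inhibition at or above 60% at 9 µM, even if other replicates fall short; inactive means all replicates below 60% inhibition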;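 further: 0% = neutral control wells and 100% = 4 µM acridine orange control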
PKA-R2B act: activators of PKA-R2B holoenzyme, primary screen, biochemical, fluorescence polarization, Cy5-IP20, human; cAMP-dependent protein kinase catalytic subunit beta (Homo sapiens) + cAMP-dependent …; PKA-R2B holoenzyme dissociation; R2B truncated from residue 108, S112A mutant; 0% DMSO only, 100% 113 µM cGMP; activation, % at 11.4 µM; 340,000 compounds, 0.079% hits; AID 504700, 2011;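 active means activation above a cutoff set at the mean over all compounds plus 3 SD, cut at about 18% in these data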;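 further: higher means more holoenzyme dissociation and a rise in polarization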
Target sequence (P31323 whole entry, looked up, other chains not shown, the tested form may be a part): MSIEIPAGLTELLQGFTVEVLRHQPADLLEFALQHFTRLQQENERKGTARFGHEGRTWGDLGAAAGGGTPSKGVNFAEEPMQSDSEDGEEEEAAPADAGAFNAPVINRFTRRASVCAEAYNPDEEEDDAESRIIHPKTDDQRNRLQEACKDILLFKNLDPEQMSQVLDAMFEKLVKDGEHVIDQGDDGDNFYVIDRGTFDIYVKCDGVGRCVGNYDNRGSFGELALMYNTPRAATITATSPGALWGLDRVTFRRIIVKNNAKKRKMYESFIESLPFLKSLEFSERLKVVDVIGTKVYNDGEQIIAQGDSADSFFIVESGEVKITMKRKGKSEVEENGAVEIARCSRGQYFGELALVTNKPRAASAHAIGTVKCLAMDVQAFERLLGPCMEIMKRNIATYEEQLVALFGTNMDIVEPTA
Cardiac RTF inh: cardiac RTF calcium sensitivity inhibitors, primary screen, biochemical, IANBD-TnC fluorescence, EC70 calcium; 340,000 compounds, 0.12% hits; IANBD-labeled cardiac RTF, Ca2+ fluorescence; inhibition, % at 7.15 µM;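 active means inhibition above the mean inhibition of all tested compounds plus 3 SD, cut at about 17% in these data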;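 further: assay run at fixed EC70 calcium of 1.6 mM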
An asterisk follows results filed as active; ? = inconclusive; / = not tested or not shown.

SR-BI HDL uptake | DAGLB inhibitor | Arrestin-AP2 inh | Keap1 Nrf2 FP | SR-BI DiI-HDL act | PvdQ inh | NSD2 HMT inh | C-LANA FP | PKA-R2B act | SMILES | Cardiac RTF inh
-3 | 2 | -1 | -6 | 3 | -8 | / | 0.1 | -9 | O=C(CSc1ccc2nnc(-c3ccccn3)n2n1)NCc1ccc2c(c1)OCO2 | -9
-3 | 1 | 10 | -1 | 3 | -8 | 0 | -0.4 | 9 | COc1ccc(C(=O)c2c[nH]c(C(=O)NCCCN3CCOCC3)c2)cc1 | -12
12 | -7 | 7 | 5 | -12 | 1 | 4 | 1.4 | 1 | Cc1cc(C)c2sc(N(CCCN(C)C)C(=O)c3ccc(S(=O)(=O)N4CCCc5ccccc54)cc3)nc2c1 | -5
6 | -3 | -3 | 3 | -6 | -15 | -2 | -0.4 | -3 | CSc1ccccc1C(=O)Nc1cccc(C)c1 | -4
-54 | -4 | 8 | -3 | 54 | -16 | -1 | -0.3 | -17 | CCOC(=O)Cc1csc(SCC(=O)NC2CCCC(C)C2C)n1 (configuration not stated) | 8
/ | -7 | -3 | 3 | / | -7 | -7 | 0.9 | -1 | CCOC(=O)N1CCC(N2CCCC(C(=O)c3cccc(OC)c3)C2)CC1 (configuration not stated) | -10
-22 | -4 | -1 | -5 | 22 | 13 | 1 | 0.0 | -10 | CC(C)CC(=O)NNC(=O)c1ccc(Cl)cc1 | 3
-11 | 2 | -3 | 0 | 11 | 4 | 1 | -2.1 | 5 | COc1ccc(N(C(=O)c2ccco2)C(C(=O)NC2CCCC2)c2ccc(N(C)C)cc2)cc1OC (configuration not stated) | 7
0 | -2 | 3 | -4 | 0 | -5 | -2 | -2.6 | -2 | CCCCCCn1nc(C(=O)OCC(=O)NC2CCS(=O)(=O)C2)c2ccccc2c1=O (configuration not stated) | 7
8 | -1 | 16 | -3 | -8 | 11 | -3 | -1.1 | -5 | COc1ccc(/C(C)=N/NC(=O)CNC(=O)c2cccnc2)cc1OC | -9
38 | -2 | -5 | -1 | -38 | -17 | 2 | -0.4 | -5 | O=c1c(-c2ccc(Oc3ccccc3)cc2)[n+]([O-])c2ccccc2n1OCc1ccccn1 | -9
5 | -3 | 1 | 0 | -5 | 9 | -2 | -1.1 | 3 | Cc1c(Nc2ccc(C=O)cc2)c(=O)n(-c2ccccc2)n1C | 0
-13 | -2 | 1 | -3 | 13 | -9 | 0 | 0.7 | 3 | COc1cc(NC(=O)CCS(=O)(=O)c2ccc3c(c2)oc(=O)n3C)cc(OC)c1 | 0
-46 | 2 | 11 | 4 | 46 | 0 | 2 | -0.5 | 0 | CN1CCN(c2ccc(S(=O)(=O)N3CCOCC3)cc2)CC1 | -1
-11 | 0 | 1 | -1 | 11 | -15 | -2 | -3.4 | 12 | COCCCNC(=O)CC(NS(=O)(=O)c1ccc(C)cc1)c1ccco1 (configuration not stated) | -6
-10 | 1 | -5 | -3 | 10 | -9 | / | 0.1 | -14 | CC[C@H](C)[C@@H](C(=O)N1CCNCC1)n1cc([C@@H](N)Cc2ccc(O)cc2)nn1 | 6
26 | 2 | 1 | 3 | -26 | -11 | -3 | 0.6 | -2 | COc1ccccc1CNc1ncnc2cc(OC)c(OC)cc12 | -11
-7 | 0 | 1 | 1 | 7 | -13 | / | 0.7 | -11 | Cc1c(C)c2c(OCC(=O)N3CCC(C(=O)O)CC3)cc3c(c2oc1=O)CCC(C)(C)O3 | -4
-19 | 1 | -9 | 0 | 19 | -5 | -2 | 0.0 | 1 | Cn1c(=O)oc2ccc(C(=O)CSc3nnnn3-c3ccccc3)cc21 | -6
/ | -1 | 12 | -1 | / | -11 | -4 | 0.4 | -14 | COc1ccc(NC(=O)COC(=O)C2CCN(S(=O)(=O)c3cccs3)CC2)cc1 | -7
8 | -6 | -8 | 0 | -8 | -12 | -1 | 0.6 | -1 | Fc1ccc(CNc2nc(-c3ccco3)cc(C(F)(F)F)n2)cc1 | -6
-32 | 1 | 0 | -1 | 32 | 1 | 6 | -0.9 | 0 | OC(COc1ccc(Br)cc1)CN1CCCC1 (configuration not stated) | 2
32 | -1 | -1 | -6 | -32 | -4 | 1 | 1.2 | 11 | COc1ccc(NC(=O)c2ccc3c(c2)OCO3)cc1[N+](=O)[O-] | -3
28 | 2 | -23 | -2 | -28 | -10 | 9 | -0.2 | -13 | C/C(=N\Nc1nc2ccccc2[nH]1)c1ccc2c(c1)OCCO2 | -2
-12 | 0 | 1 | 0 | 12 | 12 | -2 | 51 | -1 | C=CCOc1ccc(C2C(C(=O)c3cccs3)=C(O)C(=O)N2c2nnc(C)s2)cc1 (configuration not stated) | -43

Compound profiles (already shown). Screens in order: SR-BI HDL uptake | DAGLB inhibitor | Arrestin-AP2 inh | Keap1 Nrf2 FP | SR-BI DiI-HDL act | PvdQ inh | NSD2 HMT inh | C-LANA FP | PKA-R2B act | Cardiac RTF inh
COc1ccc(NC(=O)COC(=O)C2CCN(S(=O)(=O)c3cccs3)CC2)cc1 in the list: / | -1 | 12 | -1 | / | -11 | -4 | 0.4 | -14 | -7
O=c1c(-c2ccc(Oc3ccccc3)cc2)[n+]([O-])c2ccccc2n1OCc1ccccn1 in the list: 38 | -2 | -5 | -1 | -38 | -17 | 2 | -0.4 | -5 | -9

Further compounds.
SR-BI HDL uptake | DAGLB inhibitor | Arrestin-AP2 inh | Keap1 Nrf2 FP | SR-BI DiI-HDL act | PvdQ inh | NSD2 HMT inh | C-LANA FP | PKA-R2B act | SMILES | Cardiac RTF inh
4 | -4 | -2 | 2 | -4 | -11 | -4 | -0.3 | -6 | Cc1ccc(CNC(=O)CSc2n[nH]c(N)n2)cc1 | -1
22 | 0 | -7 | -4 | -22 | -5 | -3 | -11 | 7 | COc1ccccc1NS(=O)(=O)c1cc(NC(=O)c2[nH]c(C)c(C(C)=O)c2C)ccc1N1CCOCC1 | -12
-21 | 2 | 4 | 3 | 21 | -1 | -1 | -1.0 | 1 | CCC(c1nnc(SCC(=O)NC2CCCCC2)n1Cc1ccccc1)N(C)C (configuration not stated) | -7
12 | -1 | 17 | -1 | -12 | 10 | / | -0.1 | -17 | NC(=O)c1cc([N+](=O)[O-])c(Cl)cc1NCc1cccnc1 | -8
-3 | -1 | -1 | 4 | 3 | -15 | -4 | 0.7 | 2 | CCC(CC)C(=O)Nc1c2c(nn1-c1ccc(F)cc1)CS(=O)(=O)C2 | -8
-8 | -1 | -9 | 0 | 8 | -14 | 5 | 0.0 | 2 | COc1cccc(NC(=O)N2CCC(NC(=O)C(Cc3ccccc3F)NC(C)=O)CC2)c1 (configuration not stated) | -9
19 | -7 | 3 | -5 | -19 | -4 | 2 | 1.5 | -10 | Cc1cccc(OCCCC(=O)Nc2ccc(N3CCCCC3)cc2)c1 | -6
-2 | 1 | -11 | 7 | 2 | -20 | 9 | 8.6 | -5 | CCOC(=O)c1cnn(-c2ccccc2)c1NC(=O)CN1CCCCC1 | -5
17 | -3 | 18 | 2 | -17 | -1 | -3 | -0.8 | -4 | COC(=O)c1ccc(NC(=O)N2CCCC(C(=O)c3ccccc3OC)C2)cc1 (configuration not stated) | -11
-34 | 0 | 8 | -3 | 34 | -5 | -1 | 0.0 | 0 | O=C(N/N=C/c1ccc(Br)cc1)c1cc[n+](Cc2ccccc2)cc1 | 8
1 | 0 | -1 | 1 | -1 | 3 | 0 | 3.0 | 10 | COC(=O)N/N=C/c1ccc(/C=N/NC(=O)OC)cc1 | 7
? | 0 | -11 | 3 | -70 | 0 | 1 | -0.6 | -3 | COc1cc([N+](=O)[O-])ccc1NC(=O)NCCCN1CCCC1=O | 3
-25 | 0 | -12 | -3 | 25 | -15 | / | 2.7 | -6 | COC(=O)[C@@H]1C[C@@]2(O)[C@H](O)[C@H](O)[C@H](O)C[C@H]2N1Cc1ccc(C(C)(C)C)cc1 | -11
-13 | -5 | 3 | -4 | 13 | -12 | -6 | 0.7 | -7 | Cc1noc2ncnc(Oc3cc(Cl)ccc3Cl)c12 | 7
-18 | -2 | -7 | -3 | 18 | -12 | 4 | -2.8 | -8 | CC(C)NC(=O)c1ccc(CNC(=O)OCC(F)(F)F)cc1 | -19
22 | 1 | 5 | -2 | -22 | -13 | 0 | 0.0 | 2 | Cc1nn(-c2ccc(F)cc2)c(C)c1/C=C/C(=O)N1CCNC(=O)C1 | -9
-4 | 1 | -21 | -6 | 4 | -8 | -4 | 0.5 | 7 | CC(=O)OC(C(=O)NC1CCCCC1)c1cccc(F)c1 (configuration not stated) | 3
-4 | 2 | -2 | 0 | 4 | -10 | -4 | -1.6 | 6 | Cn1c(=O)c2[nH]c(NN=Cc3ccc(F)cc3)nc2n(C)c1=O | 2
-36 | -3 | 20 | -2 | 36 | 6 | -2 | 0.5 | 6 | Cc1ccc(NC(=O)C(=O)NCCCN2CCCC2=O)cc1 | -10
-14 | 1 | 6 | -2 | 14 | -7 | -1 | -3.5 | 0 | COc1cccc(C(=O)NNC(=O)c2cccc(F)c2)c1 | 1
/ | -3 | 33 | 0 | / | 22 | 0 | -0.7 | -9 | CC(NC(=O)/C=C/c1ccc(Br)cc1)c1ccccc1 (configuration not stated) | 0
-3 | -1 | 22 | -6 | 3 | -9 | -1 | -0.1 | 10 | C=CCOCCN(CCOCC=C)C1=NS(=O)(=O)c2ccccc21 | -7
-6 | -1 | -1 | -7 | 6 | -6 | 0 | -0.6 | 0 | Cc1cc(C)nc(NS(=O)(=O)c2ccc(NC(=O)CN3C(=O)C4CC=CCC4C3=O)cc2)n1 (configuration not stated) | -10
-12 | 2 | 16 | 1 | 12 | -10 | 0 | -1.4 | 0 | CCc1nnc(NC(=O)C2Cc3ccccc3CN2S(=O)(=O)CC)s1 (configuration not stated) | -11
15 | 1 | 2 | -2 | -15 | -14 | 1 | -1.0 | -6 | Cc1ccc(NC(=O)CCNC(=O)c2ccccc2Cl)cc1S(=O)(=O)N(C)C | -2

Compound activity: PubChem, several laboratories
